From PubChem
MEX-5 binding = C. elegans MEX-5 TCR-2 RNA binding activity; Q9XUB2; activity score (negative = inhibition of binding), % at 10 µM; MEX-5/FITC-TCR2 RNA binding, fluorescence polarization; active compounds read low; 300,000 compounds, 0.38% hits;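 active = inhibition past about -25% in most replicates, and total fluorescence under double the plate's negative control median, limit read from the data; inconclusive = replicates evenly split on the limit, or fluorescence at least double controls; inactive = too little inhibition in most replicates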;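 also: 0% = DMSO and -100% = 5 µM competing unlabeled TCR2 RNA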
Bcl-xL primary = inhibitors of human Bcl-xL | AID 2129 | inhibition, % at 10.9 µM | GST-Bcl-xL / FITC-Bim BH3 peptide fluorescence polarization | 320,000 compounds, 0.7% hits;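 active = inhibition above the mean of all tested compounds plus 3 SD, cutoff set per campaign, cut at about 30% in these data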;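 also: 0% = DMSO wells and 100% = unlabeled Bim-BH3 peptide competitor; inhibitors lower millipolarization by displacing the labeled peptide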
GRK2 inh = human GRK2 inhibition via aptamer displacement; 330,000 compounds, 0.59% hits; P25098; AID 488847; bead flow cytometry, FAM-aptamer displacement from GRK2; inhibition of aptamer binding, % at 10 µM;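 active = inhibition of aptamer binding above 40%, roughly 3 SD of noise, on plates passing a quality check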;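 also: median bead fluorescence of bound FAM aptamer so fluorescent compounds give negative values; no value below 0 was filed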
AGP1 TOR yeast = alters AGP1-GFP fluorescence in TOR pathway yeast screen; AID 2066; S. cerevisiae AGP1-GFP multiplex flow cytometry, 3 h; GFP as percent of DMSO wells; GFP response vs DMSO, % at 10 µM; 320,000 compounds, 0.02% hits;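 active = GFP response relative to DMSO above a set limit, near screen average plus 3 SD, cut at about 150% in these data; inconclusive = fewer than 70 cells counted for the yeast strain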;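 also: median GFP channel fluorescence of the gated AGP1 strain per well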
CIT2-GFP yeast = alters CIT2-GFP fluorescence in TOR pathway yeast screen; S. cerevisiae CIT2-GFP strain, flow cytometry, 3 h; 100 means same as DMSO wells; GFP response vs DMSO, % at 10 µM; 320,000 compounds, 0.065% hits; AID 2029;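 active = GFP response relative to DMSO above a set limit, near the screen mean plus 3 SD, cut at about 150% in these data; inconclusive = Fewer than 70 cells measured for a yeast strain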;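 also: ratio of well median GFP fluorescence to mean of DMSO wells on the plate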
MCL1 BIM primary = inhibitors of human MCL1 binding to BIM-BH3 peptide; Q07820; GST-MCL1 / FITC-Bim-BH3 fluorescence polarization; inhibition, % at 10.9 µM; 320,000 compounds, 0.68% hits;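 active = inhibition above the mean inhibition of all tested compounds plus 3 SD, set per campaign, cut at about 40% in these data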;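 also: 0% = DMSO wells and 100% = unlabeled Bim-BH3 peptide control; higher means more loss of mP so more displacement of Bim peptide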
Fam108B inh = blocks mouse Fam108B hydrolase in RBBP9 counter-screen. AID 1947. 300,000 compounds, 0.33% hits. inhibition, % at 9.51 µM. recombinant Fam108B, FP-Rh probe fluorescence polarization;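 active = inhibition above the screen mean inhibition plus 3 SD, computed separately per campaign, cut at about 18% in these data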;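 also: inhibitors lower polarization as less probe binds the enzyme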
VLA-4 inh = inhibition in a human VLA-4 binding assay | P13612 | VLA-4 expressing cells, ligand binding flow cytometry | inhibition, % (about 7 µM as worked out from the volumes in the protocol) | 330,000 compounds, 0.2% hits; in the data active = inhibition above about 50%
Target sequence (P13612 whole entry, looked up): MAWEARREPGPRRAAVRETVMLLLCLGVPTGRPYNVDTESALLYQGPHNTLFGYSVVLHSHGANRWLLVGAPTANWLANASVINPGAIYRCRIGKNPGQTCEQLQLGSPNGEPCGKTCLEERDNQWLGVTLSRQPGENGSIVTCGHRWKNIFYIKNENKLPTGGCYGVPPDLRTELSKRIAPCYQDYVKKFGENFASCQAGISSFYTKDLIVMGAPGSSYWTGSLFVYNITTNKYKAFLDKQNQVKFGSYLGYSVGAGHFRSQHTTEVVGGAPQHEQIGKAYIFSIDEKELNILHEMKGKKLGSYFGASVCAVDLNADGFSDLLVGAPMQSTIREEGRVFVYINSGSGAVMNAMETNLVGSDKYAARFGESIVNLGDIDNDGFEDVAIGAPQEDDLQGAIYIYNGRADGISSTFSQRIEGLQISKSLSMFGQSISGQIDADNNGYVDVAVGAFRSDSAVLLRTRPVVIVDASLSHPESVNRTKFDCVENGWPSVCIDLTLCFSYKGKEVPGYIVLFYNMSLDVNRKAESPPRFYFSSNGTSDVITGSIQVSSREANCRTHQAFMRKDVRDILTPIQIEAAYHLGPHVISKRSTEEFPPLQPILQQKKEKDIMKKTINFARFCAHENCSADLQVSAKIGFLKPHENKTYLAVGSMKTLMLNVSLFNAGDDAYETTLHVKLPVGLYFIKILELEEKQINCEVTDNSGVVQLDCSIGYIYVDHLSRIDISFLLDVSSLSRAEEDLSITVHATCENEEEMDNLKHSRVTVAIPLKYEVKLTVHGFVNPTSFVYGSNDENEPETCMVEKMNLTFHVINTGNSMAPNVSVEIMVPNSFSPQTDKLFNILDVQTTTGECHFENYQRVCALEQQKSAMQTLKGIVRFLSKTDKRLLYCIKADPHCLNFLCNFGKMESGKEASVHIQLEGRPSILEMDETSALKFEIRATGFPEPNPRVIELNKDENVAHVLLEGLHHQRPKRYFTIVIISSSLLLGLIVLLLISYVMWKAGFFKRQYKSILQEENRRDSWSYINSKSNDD
GLD-1 RNA inh = GLD-1-TGE RNA interaction inhibition (C. elegans). Q17339. purified GLD-1 + fluorescein TGE RNA, fluorescence polarization. AID 2280. inhibition, % at 5.96 µM. 320,000 compounds, 0.44% hits;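 active = percent inhibition above a per-plate cutoff, the plate mean of test compounds plus 3 SD, cut at about 30% in these data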;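 also: 0% = DMSO wells with GLD-1 and probe and 100% = wells lacking GLD-1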
* hit, by the source's call; ? = inconclusive; · = not tested or not shown.

SMILES | MEX-5 binding | Bcl-xL primary | GRK2 inh | AGP1 TOR yeast | CIT2-GFP yeast | MCL1 BIM primary | Fam108B inh | VLA-4 inh | GLD-1 RNA inh
Cc1ccc(O)c(C(=O)c2cnn(C(=O)COc3ccccc3C#N)c2)c1 | 0.7 | 5 | 1 | 105 | 107 | -3 | -2 | -3 | 6
Cc1cc(OC(=O)c2c(F)cc(F)cc2F)nc(C)n1 | 0.7 | 2 | 0 | 97 | 95 | 0 | 2 | 31 | 11
O=C1OC(Nc2ccc(F)cc2F)c2ccccc21 (centres undefined) | -2.2 | 0 | 0 | 99 | 101 | -2 | -1 | 6 | 1
CCOc1ccc(C(=O)O/N=C(\N)c2ccccn2)cc1OCC | 0.6 | 4 | 0 | 87 | 97 | 11 | 2 | 1 | 1
CC1=NN(S(=O)(=O)c2ccc(Cl)cc2Cl)C(=O)c2ccccc2O1 | -2.4 | 0 | 0 | 94 | 98 | -5 | 0 | 10 | 3
COc1cc2[nH]c(=O)n(CCCCCC(=O)N3CCN(c4ccccn4)CC3)c(=O)c2cc1OC | 3.6 | 4 | 0 | 106 | 84 | 2 | -3 | 15 | 0
CS(=O)(=O)N1CCN(S(=O)(=O)c2ccccc2[N+](=O)[O-])CC1 | -0.6 | 2 | 1 | · | 97 | 7 | -2 | -2 | 15
CNC(=O)c1nc(C)c(C2(C)CC(c3cccc([N+](=O)[O-])c3)=NO2)s1 (centres undefined) | 2.7 | 2 | 3 | 103 | 103 | -3 | 3 | -17 | -3
C=C1CCC[C@]2(C)C[C@H]3OC(=O)C(CNC(C)CCCC(C)C)[C@H]3CC12 (some centres undefined) | 1.3 | 5 | 0 | 101 | 100 | 4 | 5 | 10 | 2
COc1ccc(N(CC(=O)NCCc2ccc(S(N)(=O)=O)cc2)S(=O)(=O)c2c(C)noc2C)cc1 | -0.7 | 3 | 0 | 103 | 107 | -7 | 1 | 29 | 9
CC1CCCCN1CCCNc1ccc(C(CC(N)=O)NC(=O)Cc2ccc(Cl)cc2)cc1[N+](=O)[O-] (centres undefined) | -0.2 | 9 | 0 | 90 | 92 | 8 | -1 | 5 | -5
CN(C)c1ccc(C(=O)c2ccccc2C(=O)O)c(O)c1 | 0.8 | 11 | 3 | 89 | 82 | 9 | -1 | 2 | 7
CC(=O)Nc1nc(CC(=O)c2ccccc2)cs1 | 1.8 | 0 | 0 | 97 | 93 | 7 | 2 | -10 | -7
Cc1ccc(S(=O)(=O)N2CCC(C(=O)N[C@@H](C)C(=O)Nc3ccc4c(c3)OCO4)CC2)cc1 | 0.1 | 9 | 0 | 103 | 101 | 13 | 1 | -14 | -9
O=C(CN(c1ccccn1)S(=O)(=O)c1ccccc1)Nc1ccccc1 | 1.8 | 7 | 0 | 103 | 105 | 7 | -2 | 1 | -12
Brc1ccc(CSc2ncn[nH]2)cc1 | -2.0 | 2 | 0 | 98 | 90 | 8 | -7 | 6 | -2
COc1ccc(-n2nnnc2SCC(=O)N2CCCc3ccccc32)cc1OC | 3.7 | 0 | 2 | 115 | 89 | -2 | 1 | 3 | 6
Cc1ccc(S(=O)(=O)N2c3ccccc3CC2C)cc1 (centres undefined) | 3.1 | -9 | 3 | 81 | 75 | 1 | -4 | -2 | 2
COc1ccccc1C(=O)Nc1ncc2c(n1)CC(c1ccco1)CC2=O (centres undefined) | 0.1 | 9 | 0 | 93 | 100 | 6 | 0 | 12 | -1
COCCN(C/C=C/c1ccccc1)C/C=C/c1ccccc1 | 0.3 | -1 | 0 | 99 | 104 | -1 | 2 | 0 | 16
O=C(CSc1nnc(CCc2nc3ccccc3[nH]2)n1-c1ccccc1)NCc1ccccc1 | 1.5 | 3 | 2 | 116 | 107 | 1 | -1 | 0 | 5
COc1ccc(S(=O)(=O)N2CCCCCC2)cc1NC(=O)CN(C)Cc1ccc2c(c1)OCO2 | · | 5 | 0 | 98 | 97 | 4 | · | 23 | 8
COc1cc(SC)ccc1C(=O)Nc1ccon1 | -2.2 | -9 | 0 | 87 | 89 | -4 | -2 | 6 | -5
CCNC(=O)c1ccccc1NC(=O)c1cccc(S(=O)(=O)N2CCC(C)CC2)c1 | 2.0 | 4 | 0 | 94 | 91 | 0 | -3 | 18 | -2
Cc1cc(-n2c(SCC(=O)NCc3cccs3)nc3n[nH]c(C)c3c2=N)ccc1Cl | -1.5 | 2 | 0 | 92 | 91 | 5 | -5 | 4 | 1

Overlap with the part before: 2 entries, followed by the next part.
SMILES | MEX-5 binding | Bcl-xL primary | GRK2 inh | AGP1 TOR yeast | CIT2-GFP yeast | MCL1 BIM primary | Fam108B inh | VLA-4 inh | GLD-1 RNA inh
CCNC(=O)c1ccccc1NC(=O)c1cccc(S(=O)(=O)N2CCC(C)CC2)c1 | 2.0 | 4 | 0 | 94 | 91 | 0 | -3 | 18 | -2
Cc1cc(-n2c(SCC(=O)NCc3cccs3)nc3n[nH]c(C)c3c2=N)ccc1Cl | -1.5 | 2 | 0 | 92 | 91 | 5 | -5 | 4 | 1
COc1ccc(Br)cc1C(=O)O | -1.9 | -2 | 0 | 101 | 103 | 7 | -3 | 1 | -3
Cc1nc(/N=C(\N)NC(=O)N2c3ccccc3Sc3ccccc32)nc2ccccc12 | 1.7 | 4 | 1 | 96 | 91 | 0 | -10 | -15 | -6
CSc1ccccc1NC(=O)C1=CC(c2ccc(C)cc2)=NS(=O)(=O)N1C | 3.1 | 1 | 0 | 96 | 100 | 8 | -2 | -22 | 2
O=C(Nc1ccc(Cl)cc1)Nc1ccccn1 | 1.2 | 8 | 1 | 94 | 98 | 13 | -3 | 12 | -4
CCOC(=O)CNc1cccc(C(F)(F)F)c1 | -1.5 | -1 | 0 | 106 | 103 | -2 | 1 | 16 | 0
O=C/C(=C\Nc1ccccn1)c1nc2ccccc2o1 | -37* | 5 | 4 | 92 | 94 | 0 | 1 | -3 | -8
COc1ccc(CNC(=O)C2CCN(S(=O)(=O)c3ccc4c(c3)NC(=O)C(C)S4)CC2)cc1 (centres undefined) | -5.4 | -8 | 0 | 99 | 99 | -9 | -1 | 4 | -10
O=C(N/C(=C/c1ccc(Br)cc1)C(=O)N1CCOCC1)c1ccc(Br)o1 | 1.5 | -2 | 4 | 105 | 104 | 2 | 2 | 24 | 3
COc1ccc(/C=N/c2oc(-c3ccccc3)cc2C#N)cc1OC | 0.5 | 4 | 3 | 94 | 91 | -9 | -2 | 1 | -1
COc1ccccc1-c1cc(N)n[nH]1 | -3.1 | 1 | 0 | 97 | 101 | 1 | 2 | 4 | -3
COc1ccccc1OCC(=O)NCC(C)NC(=O)COc1ccccc1OC (centres undefined) | -0.4 | 5 | 0 | 109 | 110 | -5 | 2 | 7 | -3
Cc1ccccc1NC(=S)NCc1ccc(F)cc1 | -0.2 | 4 | 3 | 104 | 109 | 14 | 0 | 17 | -2
Cc1ccc(C(=O)CNc2cc(C)ccc2C)cc1 | -3.3 | 3 | 1 | 94 | 100 | -1 | 1 | 2 | -1
CC1(C)C(=O)Nc2ccccc2N1C(=O)CN1C(=O)c2ccccc2C1=O | -3.2 | 2 | 3 | 96 | 88 | 4 | 3 | 5 | 6
Cc1sc(NC(=S)NC(=O)c2ccc(C(C)(C)C)cc2)c(C#N)c1C | 0.9 | 2 | 3 | 104 | 97 | 0 | -9 | -10 | 1
O=C(Nc1cccc(CCc2ccccn2)c1)c1cc(F)c(F)cc1Cl | -2.6 | 5 | 5 | 107 | 104 | 5 | 2 | 10 | 3
O=S(=O)(c1ccc(OC(F)(F)F)cc1)N1CCC(O)(c2cccc(C(F)(F)F)c2)CC1 | 0.5 | 6 | 0 | 94 | 105 | 1 | -5 | -13 | 4
NC(=O)C1CCN(C(=O)CCC(=O)c2ccc(F)cc2)CC1 | 0.3 | 10 | 0 | 101 | 100 | 1 | -4 | 5 | 8
CN(Cc1ccccc1)C(=O)CCSc1nc(-c2ccc3c(c2)OCO3)cc(C(F)(F)F)n1 | -0.3 | 5 | 1 | 63 | 101 | 11 | -5 | -6 | 3
COCCN(C(=O)COC(=O)c1cccc2ccccc12)c1c(N)n(Cc2ccccc2)c(=O)[nH]c1=O | 3.2 | 0 | 1 | 88 | 86 | -20 | -1 | 12 | 5
Cc1cc(N2CCOCC2)nc2ccc(NC(=S)NCCC(C)C)cc12 | 2.1 | 6 | 0 | 91 | 93 | 8 | 12 | 7 | 6
COc1cccc(OC)c1C(=O)Nc1ccc(S(=O)(=O)Nc2cc(C)nc(C)n2)cc1 | 2.1 | 2 | 0 | 98 | 101 | 2 | 1 | 13 | 1
CC(=O)NC1=NN(C(C)=O)C(C)(c2ccc(Br)cc2)S1 (centres undefined) | 0.0 | 6 | 2 | 109 | 103 | -1 | 1 | 1 | 1
CN1C(=O)C(C)(C)c2cc(S(=O)(=O)N3CCC(C(=O)Nc4ccc(Cl)cc4)CC3)ccc21 | 0.7 | -3 | 0 | 103 | 96 | -4 | -1 | -72 | -4
O=C(NCCOc1ccccc1)c1ccc2n[nH]nc2c1 | · | 2 | 1 | 94 | 89 | 1 | · | 7 | -5
Next part:
SMILES | MEX-5 binding | Bcl-xL primary | GRK2 inh | AGP1 TOR yeast | CIT2-GFP yeast | MCL1 BIM primary | Fam108B inh | VLA-4 inh | GLD-1 RNA inh
COc1ccc(CNc2nc3ccccc3n2CCN2CCOCC2)cc1 | -2.1 | -1 | 0 | 99 | 92 | -5 | -1 | 6 | 2
Clc1ccc(SCCCCN2CCNCC2)cc1 | -1.9 | 4 | 0 | 95 | 96 | 6 | -4 | 7 | -6
Cc1cccc(N2CCN(c3ccc(N4C(=O)CCCC4=O)cc3[N+](=O)[O-])CC2C)c1 (centres undefined) | -5.5 | 5 | 0 | 116 | 85 | -3 | 3 | 15 | -2
CC(=O)Nc1nc(C)c(-c2csc(Nc3cccc(C(C)=O)c3)n2)s1 | 1.7 | 3 | 3 | 100 | 99 | -2 | 13 | 3 | -4
CCN(CC)CCCNC(=O)Cn1cc2c(n1)CCC(C)C2 (centres undefined) | 1.0 | 2 | 0 | 108 | 107 | 0 | 2 | 14 | 7
O=C(Nc1ccc(-c2nc3ccccc3[nH]2)cc1)c1ccc(N2C(=O)CCC2=O)cc1 | -4.5 | 9 | 0 | 101 | 99 | 8 | -15 | 11 | 4
Cc1ccc(-c2nnc(N(C)C(=O)C3CCCO3)s2)cn1 (centres undefined) | -4.0 | 7 | 3 | 94 | 93 | 6 | -1 | -1 | 1
CC(=O)c1ccc(NC(=O)CSc2nnc(-c3ccncc3)o2)cc1 | ? | 4 | 0 | 97 | 88 | 1 | -1 | 0 | 7
CCn1c(C)cc(=O)cc1-c1ccc(Cl)cc1 | 3.0 | 4 | 0 | 103 | 108 | -5 | 4 | 4 | 3
O=C(Cn1ccccc1=O)NCc1ccc(F)cc1 | -0.9 | 3 | 2 | 99 | 95 | 0 | 0 | -3 | 0
COc1cccc(C(=O)NNC(=O)c2ccc3ccccc3c2O)c1 | -2.3 | 4 | 0 | 110 | 102 | 4 | -1 | 12 | 8
CCOC(=O)N1CCN(C(=O)c2nc3ccccc3s2)CC1 | -1.1 | 1 | 0 | 102 | 102 | -2 | -2 | 0 | 18
CC(C)(C)OC(=O)N1CCC(CNC(=O)c2cccs2)CC1 | 1.2 | 2 | 1 | 102 | 93 | 5 | 3 | 0 | 1
Cc1cccc(C(=O)Nc2nc3ccc(S(C)(=O)=O)cc3s2)c1 | -0.2 | · | 1 | 107 | 108 | · | · | 5 | ·
